Bioassay records as filed in PubChem BioAssay.
POLB inh – blocks human DNA polymerase beta activity; Pol beta primer extension/strand displacement, fluorescence kinetic; Potency, µM (highest dose often 114 µM), without a hit: top-dose activity change, negative = inhibition, usual class: inhibitors; 340,000 tested, 1.3% active; AID 485314; further: on the % scale 0 is the no-effect control and ±100 the full control effect
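Curves were derived by four-parameter Hill fits of normalized qHTS data. The kinetic fluorescent primer-extension read was taken at 0 and 10 min after 50 nM substrate, following a 15 min room-temperature preincubation of 10 nM enzyme with compounds.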
POLH inh – blocks human DNA polymerase eta activity | Potency, µM (series often up to 114 µM), inactives show top-dose activity change, negative = inhibition, usual class: inhibitors | recombinant Pol eta, fluorescent DNA replication assay | Q9Y253 | 390,000 tested, 1.2% active; further: on the % scale 0 is the no-effect control and ±100 the full control effect
Target sequence (Q9Y253 whole entry, looked up): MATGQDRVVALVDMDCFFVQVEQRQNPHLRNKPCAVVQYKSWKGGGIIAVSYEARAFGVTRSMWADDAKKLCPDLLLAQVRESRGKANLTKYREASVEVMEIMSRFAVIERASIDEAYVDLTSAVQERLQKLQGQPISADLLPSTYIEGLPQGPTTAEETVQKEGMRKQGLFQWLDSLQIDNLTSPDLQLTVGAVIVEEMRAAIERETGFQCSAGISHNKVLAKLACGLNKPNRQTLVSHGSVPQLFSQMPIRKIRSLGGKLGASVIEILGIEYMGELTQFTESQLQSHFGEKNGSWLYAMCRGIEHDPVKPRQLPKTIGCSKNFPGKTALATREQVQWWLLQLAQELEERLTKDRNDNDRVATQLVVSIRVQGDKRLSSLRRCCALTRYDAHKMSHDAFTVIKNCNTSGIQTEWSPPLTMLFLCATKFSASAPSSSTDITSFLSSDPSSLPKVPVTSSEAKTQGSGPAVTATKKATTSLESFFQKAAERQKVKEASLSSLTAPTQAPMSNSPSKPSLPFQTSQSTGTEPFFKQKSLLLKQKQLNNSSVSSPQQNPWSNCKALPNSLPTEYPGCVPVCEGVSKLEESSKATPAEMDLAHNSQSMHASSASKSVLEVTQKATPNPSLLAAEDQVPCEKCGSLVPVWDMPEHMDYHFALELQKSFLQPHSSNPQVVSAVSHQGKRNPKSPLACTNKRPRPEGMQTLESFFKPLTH
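Pol eta at 10 nM preincubated with compounds 15 min at room temperature; reaction started with fluorescent substrate (50 nM final) and read kinetically at 0 and 10 min.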
BLM inh – Bloom syndrome helicase (human) inhibition. P54132. Potency, µM (highest dose often 56.1 µM), for the others: top-dose activity change, negative = inhibition, usual class: inhibitors. recombinant BLM DNA unwinding, fluorescence dequenching. AID 2528. 350,000 tested, 0.2% active;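 further: plate controls were vehicle for no effect and no enzyme for full effect; nearly all actives have a fitted effect of over 35% in size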
APE1 inh – APE1 (human) endonuclease inhibition | 350,000 tested, 0.35% active | AID 2517 | P27695 | recombinant APE1, TAMRA/BHQ-2 abasic DNA cleavage fluorescence | Potency, µM (series often up to 65.8 µM), inactives show top-dose activity change, negative = inhibition, hits mostly inhibitors;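 further: plate controls were vehicle for no effect and reference inhibitor for full effect; nearly all actives have a fitted effect of over 55% in size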
Target sequence (P27695 whole entry, looked up): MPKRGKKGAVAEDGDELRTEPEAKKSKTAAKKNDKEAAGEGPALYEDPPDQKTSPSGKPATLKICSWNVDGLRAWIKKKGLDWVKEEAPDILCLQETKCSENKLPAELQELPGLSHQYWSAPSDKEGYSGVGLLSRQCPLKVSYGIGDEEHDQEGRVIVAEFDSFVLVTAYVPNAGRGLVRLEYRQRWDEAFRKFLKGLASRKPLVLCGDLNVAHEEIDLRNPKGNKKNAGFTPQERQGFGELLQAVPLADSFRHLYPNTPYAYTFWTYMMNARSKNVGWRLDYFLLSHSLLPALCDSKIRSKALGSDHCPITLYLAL
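Measures dequenching upon AP-site incision of a 5'-TAMRA/3'-BHQ-2 THF-containing duplex, 50 nM; human APE1 0.75 nM after 15 min room-temperature exposure to compound; kinetic three-point read at one-minute spacing.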
Anesthetic bind – binds horse apoferritin like a general anesthetic. 350,000 tested, 0.074% active. Potency, µM (doses to about 77.5 µM), without a hit: at the top dose activity change, negative = displacement, actives largely listed as inhibitors. P02791. apoferritin/1-aminoanthracene competitive binding, fluorescence. AID 485281; further: on the % scale 0 is the no-effect control and ±100 the full control effect; nearly all actives have a fitted effect of over 20% in size
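Probe: 1-aminoanthracene (50% saturated, PBS). Protein: horse-spleen apoferritin, 10 uM. Incubation: 10 min, room temperature. Detection: 380 nm excitation, 535 nm emission. Analysis: normalized response, four-parameter Hill.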
POLK inh – inhibitors of human DNA polymerase kappa. purified Pol kappa, fluorescent DNA synthesis assay, 10 min. Potency, µM (series often up to 107 µM), for the others: at the highest dose activity, negative = inhibition, usual class: inhibitors. 400,000 tested, 0.53% active. AID 588579; further: on the % scale 0 is the no-effect control and ±100 the full control effect
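Kinetic fluorescence readout at 0 and 10 min followed reaction start with substrate at 50 nM final. Beforehand, enzyme (10 nM Pol kappa) stood 15 min with compound at room temperature; buffer-only wells were negative controls.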
G9a inh – blocks human histone lysine methyltransferase G9a; Q96KQ7; G9a H3K9 monomethylation, AlphaScreen, 2 h; Potency, µM (titrated, usually from 102 µM), without a hit: at the top dose activity, negative = inhibition, most hits filed as inhibitors; 350,000 tested, 8.8% active; AID 504332; further: on the % scale 0 is the no-effect control and ±100 the full control effect; nearly all actives have a fitted effect of over 75% in size
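G9a (20 nM) was preincubated 15 min with compound, then reacted 2 h at room temperature with 500 nM biotin-H3K9 peptide and 20 µM SAM. Monomethyl-H3K9 detected by AlphaScreen using anti-H3K9me1 antibody.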
BAZ2B block – inhibitors of human BAZ2B bromodomain; Potency, µM (doses to about 114 µM), for inactives: at the top dose activity change, negative = inhibition, actives largely listed as inhibitors; Q9UIF8; AID 504333; AlphaScreen BAZ2B-H3K14Ac peptide displacement; 360,000 tested, 4.4% active; further: on the % scale 0 is the no-effect control and ±100 the full control effect; nearly all actives have a fitted effect of over 60% in size
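BAZ2B 50 nM plus b-H3(5-23)K14Ac 50 nM, PBS pH 7.4/0.01% Tween-20, 30 min RT; compound added (max 110 uM), 30 min RT; streptavidin donor/Ni-chelate acceptor beads 10 ug/mL final, 20 min dark; AlphaScreen read.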
Pol iota inh – inhibitors of human DNA polymerase iota; Pol iota fluorescent replication assay, 10 min; Potency, µM (titrated, usually from 115 µM), without a hit: at the highest dose activity, negative = inhibition, usual class: inhibitors; 390,000 tested, 1% active
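Fluorescent replication assay read twice, at 0 min and 10 min after adding 50 nM (final) substrate. Enzyme (10 nM) and compounds were first incubated 15 min at room temperature; enzyme-free buffer wells were negative controls.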
Active calls of the source: *; ? = inconclusive; . = not tested or not shown; [ ] = dose if it differs, or a comment. The call rests on the fitted dose curve; in most records, active means well fitted curve in the direction sought with a large enough effect; inconclusive means small, poorly fitted or top-dose-only effect, or another doubt; inactive means no such curve, though single readings can be large; an effect the other way counts as inactive or inconclusive. Potency means the concentration at half of the fitted maximal effect. This is a subset; rates above refer to the full screens.

Fields: POLB inh | POLH inh | BLM inh | APE1 inh | Anesthetic bind | POLK inh | G9a inh | BAZ2B block | Pol iota inh
Cc1ccc(NC(=O)Cn2ccn(Cc3ccc(Cl)cc3)c(=O)c2=O)cc1C
  -21% | 14% | -7% | . | -2% | -9% | 4%[59 µM] | 5% | -2%
O=C(Nc1nccs1)c1cn(-c2ccccc2)nc1-c1ccncc1
  3% | ? | -15% | 7% | -15% | ? | 29% | ? | 51%[activator]
Cn1c(N)c(C(=O)COC(=O)c2ccccc2C(F)(F)F)c(=O)n(C)c1=O
  . | -3% | . | 42% | . | -8% | . | . | 34%[activator]
O=c1oc(-c2ccccc2)nc2c1cnn2-c1ccccc1
  ? | -11% | -1% | 0% | -5% | -16% | -4%[59 µM] | 7% | 37%[activator]
COc1ccc(N2CCN(S(=O)(=O)c3c(C)[nH]c(C)c3C(=O)N3CCCC3)CC2)cc1
  1% | -4% | 0% | 85%[activator] | -7% | 8% | -6% | -35% | 44%[activator]
Cc1ccc(NC(=O)CS(=O)CC(=O)N(C(C)C(=O)NC2CCCCC2)C(C)(C)C)cc1 (centres undefined)
  0% | 0% | -1% | 2% | -11% | -6% | 22% | -26% | 74%[activator]
O=C(COC(=O)c1ccco1)Nc1ccc(Br)cc1
  26% | 3% | 0% | -5% | ? | -11% | 1% | -4% | -6%
Cc1sc2ncnc(N3CCC(C(=O)NCC(=O)Nc4ccc(F)c(F)c4)CC3)c2c1C
  38% | -14% | -4% | 9% | -3% | -7% | 28% | -14% | 12%
CCCCn1c(N)c(N(CCC(C)C)C(=O)C2=COCCO2)c(=O)[nH]c1=O
  10% | -11% | -6% | 5% | -5% | -13% | -1%[12.7 µM] | -3% | 19%
CN(CC(=O)Nc1ccc(F)cc1)C(=O)COC(=O)CN1C(=O)NC2(CCCC2)C1=O
  7% | -4% | 0% | 15% | -4% | -7% | . | 1% | -2%
CCOCCOC(=O)C1=C(C)N(C)C(=O)NC1c1ccccc1Cl (centres undefined)
  9% | -12% | -2% | -1% | -18% | -10% | -6% | ? | -9%
COc1ccc(S(=O)(=O)N(CCc2ccccc2)CC(=O)Nc2cc(Cl)ccc2C)cc1
  -26% | -24% | -10% | . | 105%[activator] | ? | 3%[59 µM] | 2% | 89µM*
CC1CCCC(N2C(=O)NC(NC(=O)c3ccco3)(C(F)(F)F)C2=O)C1C (centres undefined)
  13% | 1% | -4% | -5% | -2% | -10% | -3%[12.7 µM] | -2% | 1%
Cc1cc(C)n2c(SCC(=O)Nc3c(C)n(C)n(-c4ccccc4)c3=O)nnc2n1
  9% | 9% | -2% | -2% | -2% | 4% | 4%[12.7 µM] | 6% | 5%
CCCCOC(=S)NC(=O)c1sc2ccccc2c1Cl
  26% | -5% | -5% | 12% | ? | -3% | . | -5% | 20%
O=S(=O)(c1cnc[nH]1)N1CCc2ccccc21
  4% | -20% | 0% | -2% | -6% | -5% | -24%[12.7 µM] | 3% | 26%
CCOCCCNC(=O)c1cnc2sc(N3CCCCC3)nn2c1=O
  4% | -15% | 0% | . | -4% | -5% | 0%[59 µM] | -1% | 21%
CCOc1ncccc1C(=O)Nc1cccc(S(=O)(=O)N2CCOCC2)c1
  . | -22% | . | 15% | . | 4% | . | . | 45%[activator]
CCOc1ccccc1CSc1nc2ccccc2[nH]1
  -11% | -18% | 0% | 2% | -7% | 0% | 5%[59 µM] | 6% | 77%[activator]
CCc1c(C)sc(NC(=O)c2cc(CC(C)C)on2)c1C#N
  -3% | -19% | -9% | -4% | ? | 4% | ? | -3% | -8%
Cc1ccc(S(=O)(=O)N(CC(=O)NCc2ccccn2)c2ccc(Cl)cc2)cc1
  -2% | -21% | -1% | 56%[activator] | -14% | 1% | 51% | 12% | 38%[activator]
COc1ccc(N(C)C(=O)Cc2c(C(=O)O)[nH]c3ccccc23)cc1
  -1% | 3% | 1% | -2% | -3% | -14% | -3% | 6% | 11%
COC(=O)C1=C(C)N(c2cccc(Cl)c2)C(=O)C1
  29% | 1% | -1% | -4% | 5% | -14% | ? | -7% | 15%
Cc1cc(C)nc(NS(=O)(=O)c2ccc(NC(=O)CN3C(=O)C4CC=CCC4C3=O)cc2)n1 (centres undefined)
  17% | -18% | -3% | 4% | -9% | -4% | -28% | -18% | 20%
COc1ccc(-c2noc(C3CCCN(S(=O)(=O)c4cccc(Cl)c4)C3)n2)cc1OC (centres undefined)
  12% | -18% | -2% | 0% | -11% | 1% | 18% | -5% | 14%
Cc1cccnc1NC(=O)NC(=O)c1ccc(C(C)(C)C)s1
  12% | -8% | 2% | -5% | -7% | -20% | . | -39% | 6%
COc1ccccc1Cn1c(CNS(=O)(=O)c2ccc(C(C)C)cc2)nc2cccnc21
  0% | -22% | -3% | . | -6% | -8%[60.1 µM] | 8%[59 µM] | -12% | 25%
COc1ccc(OCc2nc(C#N)c(N3CCN(c4ccc(OC)cc4)CC3)o2)cc1
  -7% | -22% | 2% | -7% | 56%[activator] | -7% | 11µM* | ? | 37%[activator]
O=c1c(-c2ccccc2)nc2cnc(N3CCNCC3)nc2n1-c1ccccc1
  . | . | 2% | 3% | . | 11%[60.1 µM] | 1%[0.501 µM] | . | .
CCN(CC)C(=O)c1ccccc1NC(=O)c1ccccc1C
  20% | 6% | -4% | 3% | -3% | -5% | 19%[59 µM] | -8% | 25%
O=C(CC(Nc1ccc(Cl)cc1)C(=O)O)c1ccccc1 (centres undefined)
  -23% | -3% | -5% | 6% | -6% | -21% | 2.2µM* | -2% | ?
CCOc1ccccc1NC(=O)CSc1ncc2c(n1)-c1ccccc1N(CC)S2(=O)=O
  11% | -24% | -5% | . | 4% | -2% | -2%[59 µM] | 0% | 6%
Cc1ccc(/C=N/n2c(COc3ccccc3)n[nH]c2=S)s1
  4% | 3% | 0% | 2% | -23% | -8% | 4%[0.501 µM] | ? | 17%
CCCCCCSc1nnc2[nH]c(=O)cc(N)n12
  -1% | -16% | -3% | 0% | -2% | -1% | 1%[59 µM] | 1% | -15%
Cc1ccc(NC(=O)C[n+]2cc(-c3ccc(C)cc3)n3c2CCC3)cc1
  11% | -5% | 4% | 1% | -3% | 1% | -49% | 4% | 53%[activator]
Cn1c(=O)oc2cc(S(=O)(=O)N3CCN(c4ccc(F)cc4)CC3)ccc21
  3% | -10% | 1% | -1% | -5% | -8% | ? | -2% | 1%
COCCNC(=O)Cn1c(=O)n(CCCCCC(=O)NCc2ccccc2Cl)c(=O)c2sccc21
  3% | -18% | -4% | . | -14% | 3% | -2%[59 µM] | 0% | 10%
Cc1nc(-c2ccc(S(=O)(=O)N3CCN(c4cccc(C)c4C)CC3)cc2)co1
  21% | -7% | -8% | -18% | -5% | -12% | . | ? | -9%
O=C(c1nsnc1-c1ccccc1O)N1CCCCC1
  0% | -12% | 3% | 3% | -2% | -6% | 10%[12.7 µM] | 2% | 1%
CC(=O)Nc1ccc(S(=O)(=O)Nc2cccc(C(=O)Nc3ccccc3C(=O)O)c2)cc1
  2% | 4% | 1% | 5% | 6% | 2% | 1% | -27% | -2%

In the list so far, two contain a cyano group.
Fields: POLB inh | POLH inh | BLM inh | APE1 inh | Anesthetic bind | POLK inh | G9a inh | BAZ2B block | Pol iota inh
CCc1c(C)sc(NC(=O)c2cc(CC(C)C)on2)c1C#N
  -3% | -19% | -9% | -4% | ? | 4% | ? | -3% | -8%
COc1ccc(OCc2nc(C#N)c(N3CCN(c4ccc(OC)cc4)CC3)o2)cc1
  -7% | -22% | 2% | -7% | 56%[activator] | -7% | 11µM* | ? | 37%[activator]

(more compounds)
Fields: POLB inh | POLH inh | BLM inh | APE1 inh | Anesthetic bind | POLK inh | G9a inh | BAZ2B block | Pol iota inh
COCCCNC(=S)NCCNc1nc2cc(C)c(C)cc2cc1C#N
  -5% | -9% | -2% | -4% | 7% | -11% | 20%[59 µM] | 0% | 19%
COc1ccc(NC(=O)C2CCCN(S(=O)(=O)c3cccc4nonc34)C2)c(OC)c1 (centres undefined)
  3% | -12% | -4% | 8% | -11% | -14% | -8% | ? | 20%
CCOc1ccc(OCC)c(S(=O)(=O)NCc2cccnc2)c1
  10% | -11% | -5% | -2% | -10% | 4% | 0%[59 µM] | -1% | 6%
Cc1cc(=O)oc2cc(NC(=O)CC3(CC(=O)O)CCCC3)ccc12
  -7% | 5% | 0% | 7% | 15% | -14% | 12% | -13% | 24%
Cc1cc(C)c(S(C)(=O)=O)c(N(C)N)n1
  11% | -10% | -3% | -3% | -5% | -26% | -8% | -10% | 56%[activator]
Cc1ccc(-c2cn3nc(N4CCCC(C(=O)NCc5ccccc5F)C4)sc3n2)cc1 (centres undefined)
  -2% | 7% | -5% | . | -8% | -11% | 0%[59 µM] | 4% | -7%

Compounds from the list above that have a thiophene ring, fused or not:
Fields: POLB inh | POLH inh | BLM inh | APE1 inh | Anesthetic bind | POLK inh | G9a inh | BAZ2B block | Pol iota inh
Cc1sc2ncnc(N3CCC(C(=O)NCC(=O)Nc4ccc(F)c(F)c4)CC3)c2c1C
  38% | -14% | -4% | 9% | -3% | -7% | 28% | -14% | 12%
CCCCOC(=S)NC(=O)c1sc2ccccc2c1Cl
  26% | -5% | -5% | 12% | ? | -3% | . | -5% | 20%
CCc1c(C)sc(NC(=O)c2cc(CC(C)C)on2)c1C#N
  -3% | -19% | -9% | -4% | ? | 4% | ? | -3% | -8%
Cc1cccnc1NC(=O)NC(=O)c1ccc(C(C)(C)C)s1
  12% | -8% | 2% | -5% | -7% | -20% | . | -39% | 6%
Cc1ccc(/C=N/n2c(COc3ccccc3)n[nH]c2=S)s1
  4% | 3% | 0% | 2% | -23% | -8% | 4%[0.501 µM] | ? | 17%
COCCNC(=O)Cn1c(=O)n(CCCCCC(=O)NCc2ccccc2Cl)c(=O)c2sccc21
  3% | -18% | -4% | . | -14% | 3% | -2%[59 µM] | 0% | 10%
